esBAF inh = Bmi1 luciferase reporter increase in mESCs, primary screen, esBAF inhibitor project, mouse ES cells, Bmi1 luciferase knock-in, single point | reporter increase, % at 12.5 µM | hit rate 2% among 350,000 | AID 602393, 2012 | 24 h; 100% = twice the neutral-well signal; in the data active = activation above about 40%;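 also: 0% = median of the plate's neutral control wells and 100% = double that signal; a rise in the Bmi1 reporter signal indicates esBAF inhibition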
E-sel inducer = E-selectin induction in HUVECs, primary screen, imaging, HUVEC, immunofluorescence imaging, single point; P16581; normalized: neutral wells 0, TNF-alpha wells 100; activation, % at 7.58 µM; hit rate 0.37% among 260,000;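 active = mean E-selectin-positive cell signal at least 10% of the positive control, reached in at least 60% of replicates, without over 20% cell loss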;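 also: in these data hits start at about 27%; measured in HUVEC primary endothelial cells; signal is the percent of cells scored E-selectin positive by PE staining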
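Read-out: % PE-positive cells | Test system: HUVEC | Doses: One compound dose added by pin transfer | Buffer or medium: EGM-2 over gelatin coat | Signal: Immunofluorescence imaging | Benchmarks: TNF-alpha, DMSO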
ERp5 inh = inhibitors of ERp5-driven insulin aggregation, primary screen, biochemical, turbidity, absorbance 650 nm, single point. Protein disulfide-isomerase A6 (Homo sapiens), Q15084. 90 min. inhibition, % at 9.99 µM. hit rate 0.05% among 350,000. AID 651711, 2012;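 active = mean replicate inhibition above about 25%, with every replicate also reaching it, limit read from the data, passing the limit was not always enough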
CASP6 VEID inh = human caspase-6 inhibitors, primary screen, biochemical, VEID-R110 fluorescence, single point, set 2; P55212; purified caspase-6, Z-VEID-R110 cleavage fluorescence; inhibition, % at 12.5 µM; hit rate 0.53% among 350,000; AID 686996, 2013;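 active = mean inhibition across replicates at least about 35%, with every replicate also reaching that limit, limit read from the data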;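 also: 0% = median of neutral control wells and 100% = no fluorescence left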
Target sequence (P55212 24-179 limits assumed): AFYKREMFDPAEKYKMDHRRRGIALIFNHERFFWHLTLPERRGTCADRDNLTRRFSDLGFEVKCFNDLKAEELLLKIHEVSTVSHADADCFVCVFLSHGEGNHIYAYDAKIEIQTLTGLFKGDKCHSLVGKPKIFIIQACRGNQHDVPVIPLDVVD
Target sequence (P55212 194-293 limits assumed): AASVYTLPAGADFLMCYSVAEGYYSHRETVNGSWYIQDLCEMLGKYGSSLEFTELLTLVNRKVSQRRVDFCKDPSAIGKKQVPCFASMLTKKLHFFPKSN
RAD52 anneal inh = RAD52 DNA annealing inhibitors, primary screen, biochemical, FRET, single point, set 2; DNA repair protein RAD52 homolog (Homo sapiens), P43351; recombinant RAD52 DNA annealing, FRET fluorescence; inhibition, % at 18.7 µM; hit rate 0.46% among 360,000;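 active = every replicate showing at least 50% inhibition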
PglD DTNB = C. jejuni PglD acetyltransferase inhibitors, primary screen, biochemical, DTNB colorimetric, single point. UDP-N-acetylbacillosamine N-acetyltransferase PglD (Campylobacter jejuni). purified PglD enzyme, DTNB colorimetric CoA detection. inhibition, % at 12.5 µM. hit rate 0.098% among 360,000. AID 602405, 2012; in the data active = inhibition above about 16%, passing the limit was not always enough; also: strong numbers were not always called active
RAD54 branch = inhibitors of human RAD54 branch migration, primary screen, biochemical, fluorescence, single point. hit rate 0.14% among 360,000. inhibition, % at 10.4 µM. DNA repair and recombination protein RAD54-like (Homo sapiens), Q92698. RAD54 Holliday junction branch migration, FAM/BHQ fluorescence;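 active = mean normalized replicate activity at least 40 and at least half of replicates scoring 40 or more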;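 also: 0% = median of neutral control wells and 100% = median of positive control wells; inhibitors cause a drop in the FAM fluorescence signal; in these data hits start at about 50%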
Target sequence (Q92698 whole entry, looked up): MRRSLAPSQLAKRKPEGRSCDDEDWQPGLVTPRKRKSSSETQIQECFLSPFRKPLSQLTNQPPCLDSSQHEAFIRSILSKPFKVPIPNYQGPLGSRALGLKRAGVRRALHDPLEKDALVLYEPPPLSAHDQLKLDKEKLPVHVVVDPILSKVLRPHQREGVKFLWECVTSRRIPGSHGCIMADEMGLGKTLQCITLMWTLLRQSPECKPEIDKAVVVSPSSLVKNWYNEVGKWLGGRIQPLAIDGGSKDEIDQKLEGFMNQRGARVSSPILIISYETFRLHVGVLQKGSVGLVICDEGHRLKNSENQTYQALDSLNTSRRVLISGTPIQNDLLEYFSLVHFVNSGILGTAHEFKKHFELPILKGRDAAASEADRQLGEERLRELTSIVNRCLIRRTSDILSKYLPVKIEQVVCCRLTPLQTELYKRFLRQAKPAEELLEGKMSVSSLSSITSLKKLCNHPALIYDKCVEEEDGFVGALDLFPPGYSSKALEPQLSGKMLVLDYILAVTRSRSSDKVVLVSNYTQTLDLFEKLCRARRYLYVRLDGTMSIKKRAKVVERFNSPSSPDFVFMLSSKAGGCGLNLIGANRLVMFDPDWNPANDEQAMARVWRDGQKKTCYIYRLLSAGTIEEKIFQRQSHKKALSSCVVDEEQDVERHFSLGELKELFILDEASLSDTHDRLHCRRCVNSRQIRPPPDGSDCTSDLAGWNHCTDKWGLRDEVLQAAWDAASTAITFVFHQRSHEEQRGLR
ARNT TACC3 PPI = disruptors of ARNT/TACC3 protein interaction, primary screen, biochemical, AlphaScreen, single concentration. AlphaScreen His-ARNT PAS-B/GST-TACC3 binding, luminescence; TACC3 fragment carries E629A point mutation. AID 623870, 2012. inhibition, % at 9.99 µM. hit rate 0.66% among 390,000;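 active = mean inhibition of replicates at least 50% and at least half of replicates each reaching 50%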;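 also: 0% = complete ARNT plus TACC3 wells and 100% = ARNT alone without TACC3; many hits fall short of the cut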
Active calls of the source: *; / = not tested or not shown.

SMILES	esBAF inh	E-sel inducer	ERp5 inh	CASP6 VEID inh	RAD52 anneal inh	PglD DTNB	RAD54 branch	ARNT TACC3 PPI
COc1ccc(NC(=O)Cc2nnc(SCC(=O)NC3CCCCC3C)n2C)cc1 (stereo unspecified)	-3	/	-1	-3	-5	7	2	-8
Cc1noc(C)c1S(=O)(=O)N(C)C[C@H]1Oc2c(cccc2N(C)C)C(=O)N([C@@H](C)CO)C[C@@H]1C	-4	-0.1	15	/	-5	-4	2	/
COc1ccc(CN2CCOCC2)cc1	-4	/	/	/	/	-9	-7	-8
CCCNC(=O)C1(C)CCCN(CC(=O)c2ccccc2OC)C1 (stereo unspecified)	1	0.0	3	-3	-11	-2	-5	/
CN(C(=O)COC(=O)c1cccs1)c1c(N)n(Cc2ccccc2)c(=O)[nH]c1=O	0	2.3	-3	0	-24	0	7	-3
CCCNC(=O)N1CC2(C1)[C@H](c1ccccc1)[C@@H](CO)N2CC1CCOCC1	/	0.6	-4	-2	-7	/	/	/
O=C(Nc1ccc(Cl)cc1)N1C[C@@H]2[C@H](c3ccccc31)[C@H](CO)N2CC1CCCCC1	17	0.4	-2	-1	-33	-4	-14	2
CC(=O)Nc1nc(-c2ccccc2)ns1	37	-2.2	/	/	/	4	-1	/
COc1ccccc1N1CCN(S(=O)(=O)CCNC(=O)c2cccc(F)c2)CC1	6	-1.0	-2	-1	-13	-3	5	-3
COc1ccc(S(=O)(=O)N2CCCC2)cc1NC(=O)c1ccccc1F	1	0.0	0	-3	-9	-6	5	-2
CO[C@@H]1CN(C)C(=O)c2cc(NC(=O)NC(C)C)ccc2OC[C@H](C)N(Cc2ccc(-c3ccccn3)cc2)C[C@@H]1C	2	-0.2	6	-2	8	-1	-1	1
CCOc1cc(C(N)=O)cc(Cl)c1OCC	/	/	0	-4	-13	/	/	4
NC(=NCCc1ccccc1)NC(=O)c1cc(Cl)ccc1O	/	0.8	1	1	-10	/	/	-4
CCc1ccccc1Nc1nc(N)nc(COC(=O)CCNS(=O)(=O)c2ccccc2)n1	/	0.7	-2	3	-46	/	/	7
CC=Cc1ccc2n(c1=O)C[C@H]1[C@H](CO)[C@@H](C(=O)NCc3ccccn3)N(CCC)[C@@H]21 (mixture of isomers)	/	1.1	-2	8	-123	/	/	/
CO[C@@H]1CN(C)C(=O)c2ccc(NC(=O)Nc3ccccc3F)cc2OC[C@@H](C)NC[C@@H]1C	1	-0.1	1	4	0	0	-1	4
COC(=O)C(NC(=O)CCc1nnc2ccc(N3CCC(C)CC3)nn12)C(C)C (stereo unspecified)	-6	0.0	2	-5	-14	0	-8	-3
CC(C)CCC(O)(c1ccccc1)C(CN1CCOCC1)c1ccccc1 (stereo unspecified)	-1	/	-2	-1	-3	-3	-14	2
Cc1csc2nc(COC(=O)c3cccc(N(C)C)c3)cc(=O)n12	82*	-0.8	4	9	-10	-1	4	-8
Cc1ccc(S(=O)(=O)Nc2ccc3c(c2)C(=O)N([C@@H](C)CO)C[C@H](C)[C@H](CN(C)S(=O)(=O)c2ccc(F)cc2)O3)cc1	2	4.6	-2	-1	12	/	/	/

In a second layout: results already given.
Compound | esBAF inh | E-sel inducer | ERp5 inh | CASP6 VEID inh | RAD52 anneal inh | PglD DTNB | RAD54 branch | ARNT TACC3 PPI
COc1ccccc1N1CCN(S(=O)(=O)CCNC(=O)c2cccc(F)c2)CC1 | 6 | -1.0 | -2 | -1 | -13 | -3 | 5 | -3
COc1ccc(S(=O)(=O)N2CCCC2)cc1NC(=O)c1ccccc1F | 1 | 0.0 | 0 | -3 | -9 | -6 | 5 | -2
CO[C@@H]1CN(C)C(=O)c2cc(NC(=O)NC(C)C)ccc2OC[C@H](C)N(Cc2ccc(-c3ccccn3)cc2)C[C@@H]1C | 2 | -0.2 | 6 | -2 | 8 | -1 | -1 | 1
CCOc1cc(C(N)=O)cc(Cl)c1OCC | / | / | 0 | -4 | -13 | / | / | 4
NC(=NCCc1ccccc1)NC(=O)c1cc(Cl)ccc1O | / | 0.8 | 1 | 1 | -10 | / | / | -4
CCc1ccccc1Nc1nc(N)nc(COC(=O)CCNS(=O)(=O)c2ccccc2)n1 | / | 0.7 | -2 | 3 | -46 | / | / | 7
CC=Cc1ccc2n(c1=O)C[C@H]1[C@H](CO)[C@@H](C(=O)NCc3ccccn3)N(CCC)[C@@H]21 (mixture of isomers) | / | 1.1 | -2 | 8 | -123 | / | / | /
CO[C@@H]1CN(C)C(=O)c2ccc(NC(=O)Nc3ccccc3F)cc2OC[C@@H](C)NC[C@@H]1C | 1 | -0.1 | 1 | 4 | 0 | 0 | -1 | 4
COC(=O)C(NC(=O)CCc1nnc2ccc(N3CCC(C)CC3)nn12)C(C)C (stereo unspecified) | -6 | 0.0 | 2 | -5 | -14 | 0 | -8 | -3
CC(C)CCC(O)(c1ccccc1)C(CN1CCOCC1)c1ccccc1 (stereo unspecified) | -1 | / | -2 | -1 | -3 | -3 | -14 | 2
Cc1csc2nc(COC(=O)c3cccc(N(C)C)c3)cc(=O)n12 | 82* | -0.8 | 4 | 9 | -10 | -1 | 4 | -8
Cc1ccc(S(=O)(=O)Nc2ccc3c(c2)C(=O)N([C@@H](C)CO)C[C@H](C)[C@H](CN(C)S(=O)(=O)c2ccc(F)cc2)O3)cc1 | 2 | 4.6 | -2 | -1 | 12 | / | / | /

Later entries.
SMILES	esBAF inh	E-sel inducer	ERp5 inh	CASP6 VEID inh	RAD52 anneal inh	PglD DTNB	RAD54 branch	ARNT TACC3 PPI
COc1cccc(S(=O)(=O)Nc2ccc3c(c2)[C@@H]2C[C@@H](CC(=O)O)O[C@@H](CO)[C@@H]2O3)c1	3	0.1	1	2	-13	1	1	-6
CCC(C)(C(=O)NC1CCCC1)N(Cc1ccco1)C(=O)c1ccccn1 (stereo unspecified)	-5	/	/	/	/	1	3	4
S=C(NCc1ccco1)N/N=C/c1cccnc1	/	0.4	7	1	-12	/	/	-3
Cc1ccc(S(=O)(=O)Nc2ccc3c(c2)CC(=O)N([C@@H](C)CO)C[C@H](C)[C@H](CN(C)C(=O)Nc2ccccc2)O3)cc1	-4	/	-2	-2	-7	0	0	-1
Cc1noc(C)c1NC(=O)Nc1ccc2c(c1)CC(=O)N([C@@H](C)CO)C[C@@H](C)[C@@H](CN(C)C(=O)NC(C)C)O2	3	-0.5	/	/	/	3	7	-6
Cc1onc(-c2ccccc2Cl)c1C(=O)Nc1cccc2cccnc12	-39	/	/	/	/	6	2	0
COc1ccc(S(=O)(=O)N2CCC[C@H]2C(=O)NCc2ccc(Cl)cc2)cc1	-12	-0.2	3	0	-5	-2	6	-9
CC1(C)SC2C(NC(=O)C3(N)CCCCC3)C(=O)N2C1C(=O)O (stereo unspecified)	2	4.7	1	0	-16	-6	3	21
Cc1ccc(C)c(NC(=O)C2CCN(C(=O)c3cccs3)CC2)c1	0	0.2	4	-3	-4	3	-2	-4
O=C(CN1CCN(Cc2ccc(F)cc2Cl)C1=O)NCc1cccs1	5	0.0	-1	-3	2	/	/	2
Cc1ccc(NC(=O)CN(C)C(=O)CSc2nnc(C)s2)cc1	4	0.3	10	-1	6	3	-2	-7
COC(=O)COc1ccc(-n2cnnn2)cc1	-4	1.1	-1	1	-7	2	-2	/
C[C@@H]1CN([C@@H](C)CO)C(=O)c2cc(N(C)C)ccc2O[C@@H](C)CCCCO[C@H]1CN(C)S(C)(=O)=O	-7	0.0	1	0	-49	0	0	2
Cc1ccc(N=C2NC(=O)S/C2=C\c2ccco2)cc1	/	0.4	1	10	-81	/	/	-11
Cc1[nH]c2ccc(F)cc2c1CCN(Cc1ccncc1)C(=S)Nc1ccccc1	/	0.4	1	-3	-25	/	/	3
O=C(COC(=O)CCc1c[nH]c(=O)[nH]1)Nc1cccc(Cl)c1	11	/	0	2	-46	7	-2	-4
O=C(C1CCC1)N1CCCCN2[C@H](C1)[C@H](c1ccc(C#CC3(O)CCCC3)cc1)[C@@H]2CO	5	-0.2	2	1	-11	-1	9	-6
C[C@@H]1CN([C@@H](C)CO)C(=O)c2cccc(NS(=O)(=O)c3cccs3)c2O[C@@H]1CN(C)C(=O)Nc1cccc2ccccc12	-2	0.2	-1	3	10	4	-4	23
Cc1nc(Cc2nnc(SC(C)C(=O)N3c4ccccc4NC(=O)C3(C)C)o2)cs1 (stereo unspecified)	-1	/	-5	5	2	0	-11	/
CCc1nc(N2CCN(S(=O)(=O)c3ccc(Br)cc3)CC2)c2c(C)c(C)sc2n1	0	/	/	/	/	0	6	2
COC(=O)N1CCCC(c2cc(C(=O)Nc3ccccc3Cl)no2)C1 (stereo unspecified)	73*	0.4	5	2	-8	-3	-12	/
O=c1cc(CN2CCCCCCC2)c2ccccc2o1	10	8.5	-1	-41	12	-1	-15	/
Cc1cc(NC(=O)c2ccccc2C)n(-c2cccc(F)c2)n1	1	0.2	1	1	-2	0	-2	-2
Cc1cccc(C)c1-n1nnnc1C(c1ccnc2ccccc12)N(C)Cc1ccccc1 (stereo unspecified)	/	0.0	-2	0	-5	/	/	/
CCc1cc(C(=O)N2CCCC(C(=O)c3ccc(Cl)cc3)C2)no1 (stereo unspecified)	-3	0.9	-14	-1	1	-3	-15	10
COc1ccc(C(CNC(=O)c2ccc(OCc3ccccc3)cc2)N2CCOCC2)cc1 (stereo unspecified)	9	/	3	0	-17	-5	-14	3
COc1ccccc1NC(=O)Cn1cc(C(=O)C(=O)N2CCOCC2)c2ccccc21	-6	/	-10	-1	-3	0	-1	1
O=C(COC(=O)c1cccc(Br)c1)NCCC1=CCCCC1	/	-1.0	3	-6	-8	/	/	-1
OC[C@@H]1[C@@H](c2ccccc2)C(c2cccc(Cl)c2)=NN1c1ccccc1	-8	0.1	4	0	-20	-1	-3	-160
O=C1CCC[C@@H]2C[C@@]3(C[C@@H]4CCN1[C@H]24)Nc1cc(Cl)c(Cl)cc1NC3=NCc1ccccc1	74*	0.6	-5	1	-1	-1	-1	-1
COc1ccc2c3c(n(C)c2c1)[C@@H](CO)N(Cc1ccncc1)CC31CCN(C(=O)Nc2cccc(F)c2)CC1	/	-0.2	2	-6	-1	/	/	/
C[C@@H]1CCCCO[C@@H](CN(C)CC2CCCCC2)[C@H](C)CN([C@H](C)CO)C(=O)c2cc(NC(=O)NC3CCCCC3)ccc2O1	0	0.0	/	/	/	-2	-5	3
Cc1ccccc1-n1ncc(C(C)NC(=O)c2ccccc2)c1C (stereo unspecified)	/	1.5	7	6	-7	/	/	/
Fc1ccc(CN2CCN(c3ncccn3)CC2)c(F)c1	-1	0.0	-1	0	1	0	3	-11
O=[N+]([O-])c1ccc(C2=Nn3cnnc3SC2)cc1	/	0.1	1	-4	-6	0	-5	5
CN(C)C(=O)NC(Nc1cccc([N+](=O)[O-])c1)C(Cl)(Cl)Cl (stereo unspecified)	/	/	1	2	-5	0	-16	-10
O=C(c1ccc(Cl)c(S(=O)(=O)NCc2ccco2)c1)N1CCN(c2ccccc2F)CC1	5	/	/	/	/	2	-2	-2
